mABHD4 FP: inhibits mouse alpha/beta hydrolase domain 4; actives 0.54% (n = 370,000); AID 720543; inhibition, % at 8.92 µM; purified mABHD4, FP-Rh probe fluorescence polarization;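 active = inhibition exceeding the mean over every tested compound plus 3 SD, cut at about 30% in these data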;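 also: 0% = plate median of compound wells and 100% = S159A mutant with DMSO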
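Doses – 8.92 µM, single dose · Material – wild-type mouse ABHD4 protein · Replication – single well per compound (singlicate) · Measure – percent inhibition of probe binding, normalized to plate controls · Schedule – 45 min compound pre-incubation plus 60 min probe step, 25 °C · Detection – fluorescence polarization with parallel and perpendicular emission, 525/598 nm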
TDP2 inh: blocks human TDP2 phosphodiesterase activity; recombinant TDP2, T5PNP hydrolysis, p-nitrophenol absorbance 415 nm; inhibition, % at 12.8 µM; actives 0.34% (n = 370,000);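 active = inhibition above the mean of all tested compounds plus 3 SD, set per campaign, cut at about 25% in these data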;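 also: 0% = DMSO with enzyme and 100% = buffer with substrate but no TDP2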
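Assay system: Recombinant human TDP2 | Quantity: 120 nM TDP2 per well | Incubation: 2 h at 37 °C | Signal: Epi absorbance | Evaluation: Percent inhibition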
PRMT1 inh: PRMT1 (human) inhibition, primary screen; recombinant PRMT1, activity-based probe fluorescence polarization; inhibition, % at 2.79 µM; actives 1.3% (n = 370,000);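 active = inhibition above about 21% made by adding two undisclosed values, limit read from the data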
UHRF1 binding: blocks human UHRF1 binding to methylated DNA | UHRF1 binding to methylated oligo, TR-FRET | inhibition, % at 4.4 µM | actives 0.75% (n = 370,000) | AID 687016; in the data active = inhibition above about 21%;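 also: UHRF1 SRA domain binding a hemimethylated CpG hairpin DNA probe; 0% = median of test compound wells and 100% = reference inhibitor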
Target sequence (Q96T88 whole entry, looked up, the tested form may be a part): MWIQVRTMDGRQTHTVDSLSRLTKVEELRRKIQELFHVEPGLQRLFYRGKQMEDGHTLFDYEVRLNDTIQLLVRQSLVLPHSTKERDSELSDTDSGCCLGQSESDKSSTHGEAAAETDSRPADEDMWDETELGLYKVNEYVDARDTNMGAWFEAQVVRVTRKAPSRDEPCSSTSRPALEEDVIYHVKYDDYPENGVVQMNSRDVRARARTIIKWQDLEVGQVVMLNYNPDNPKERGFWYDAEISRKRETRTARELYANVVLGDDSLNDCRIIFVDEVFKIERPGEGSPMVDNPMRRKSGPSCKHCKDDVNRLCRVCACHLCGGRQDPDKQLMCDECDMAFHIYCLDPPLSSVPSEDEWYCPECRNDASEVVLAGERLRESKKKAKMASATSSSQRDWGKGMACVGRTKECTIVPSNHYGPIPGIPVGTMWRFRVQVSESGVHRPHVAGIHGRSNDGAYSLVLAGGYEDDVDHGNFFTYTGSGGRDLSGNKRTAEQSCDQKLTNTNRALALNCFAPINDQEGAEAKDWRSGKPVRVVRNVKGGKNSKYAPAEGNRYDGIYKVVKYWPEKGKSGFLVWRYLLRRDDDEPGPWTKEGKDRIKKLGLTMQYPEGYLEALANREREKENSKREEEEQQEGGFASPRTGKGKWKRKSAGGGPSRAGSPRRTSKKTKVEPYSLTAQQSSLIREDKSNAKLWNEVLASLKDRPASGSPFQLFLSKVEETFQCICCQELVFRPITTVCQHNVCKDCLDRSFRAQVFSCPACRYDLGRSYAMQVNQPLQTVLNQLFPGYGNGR
HTRA1 inhibitor: inhibitors of human serine peptidase HTRA1. inhibition, % at 5.96 µM. recombinant HTRA1, FP-rhodamine activity-based probe, fluorescence polarization. Q92743. actives 0.5% (n = 340,000); in the data active = inhibition above about 36%;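 also: 0% = enzyme with DMSO and 100% = wells lacking enzyme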
LEDGF integ inh: blocks HIV-1 LEDGF/p75-dependent DNA integration. TR-FRET IN-LEDGF/p75 DNA integration, Eu/Cy5. inhibition, % at 3.7 µM. actives 0.64% (n = 370,000);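 active = inhibition above the screen-wide mean plus 3 SD, cut at about 13% in these data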;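 also: signal is the Cy5 over europium emission ratio at 671 and 618 nm; 0% = plate median of compound wells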
TCR CD3 inh: human TCR-CD3 binding inhibition. actives 0.37% (n = 360,000). AID 651800. inhibition, % at 9.4 µM. TAMRA-labeled TCR probe fluorescence, biochemical; in the data active = inhibition above about 19%;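 also: recombinant mutant TCR 2C K166C tagged with TAMRA read by polarization; 0% = receptor in buffer alone and 100% = receptor with positive control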
SIAE inh: human SIAE inhibition, primary screen; Q9HAT2; SIAE FP-Rh probe binding, fluorescence polarization; inhibition, % at 9.66 µM; actives 0.69% (n = 370,000);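 active = inhibition above a cutoff: mean of compounds within the control limits plus 3 SD of those, cut at about 17% in these data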;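 also: 0% = plate median of compound wells and 100% = probe without SIAE protein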
Tn7 DDE FP: inhibitors of Tn7 peptide binding to human fibrin DD(E); P02675; FP displacement of FITC-Tn7 peptide from fibrin DD(E); 0% = median of compound wells per plate; inhibition, % at 8.3 µM; actives 0.13% (n = 370,000); AID 720508;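 active = inhibition above the mean of compounds falling within the control limits plus 3 SD of them, cut at about 14% in these data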;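 also: 0% = plate median of compound wells and 100% = 10 µM Aha-Tn7 peptide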
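Assay system: Human fibrin DD(E) protein | Medium: Tris buffer with calcium and detergent, pH 7.8 | Reagent: 0.1 µM fluorescent Tn7 | Compound dosing: Single point at 8.3 µM | Times: 10 min preincubation, 3 h with tracer, room temperature | Detection: Fluorescence polarization of the labelled Tn7 tracer | Controls: Aha-Tn7 high control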
PG9 Ab binder: PG9 antibody binding by small molecule | TR-FRET gp120-PG9 antibody binding | inhibition, % at 6.7 µM | actives 0.43% (n = 360,000) | AID 624416; in the data active = inhibition above about 8.5%
An asterisk follows results filed as active; . = not tested or not shown.

SMILES	SIAE inh	TCR CD3 inh	UHRF1 binding	HTRA1 inhibitor	Tn7 DDE FP	TDP2 inh	mABHD4 FP	LEDGF integ inh	PG9 Ab binder	PRMT1 inh
Cc1ccccc1COCCN1CCN(S(=O)(=O)c2ccccc2)CCC1=O	-2	2	-1	1	-2	6	0	2	-0.5	0
Cc1cc(C)nc(N(C#N)CCOc2ccc(Cl)cc2)n1	-8	-8	4	-7	2	-9	-15	3	-1.8	1
O=[N+]([O-])c1ccccc1CN1CCN(Cc2c[nH]c3ccccc23)CC1	-1	6	2	.	6	1	19	4	0.7	1
CCOC(=O)CSC1=C(C#N)C(c2ccc(C)cc2)C2=C(CCCC2=O)N1 (stereo not given)	2	-3	-1	-3	-5	0	-4	-2	-0.3	16
O=C(C[n+]1cc(-c2ccccc2)n2c1CCC2)Nc1nc(-c2ccc(F)cc2)cs1	-2	3	-2	-8	0	-16	5	-4	-0.7	0
CCOC(=O)C1C(=O)CC(C)(O)C(C(=O)OCC)C1/C=C/c1ccccc1 (stereo not given)	-6	-4	7	0	-4	-10	-11	-1	-1.4	2
Cc1cccc(C)c1NS(=O)(=O)c1cc2c3c(c1)CCN3C(=O)CC2	-3	2	-1	4	5	8	4	0	-0.5	3
Cc1ccccc1OCC(=O)NCCc1nc2ccccc2[nH]1	-3	-1	1	-3	-6	-4	2	1	-3.4	5
O=C(O)CCCC(=O)N1CCOCCOCCOCCOCC1	-14	3	17	1	2	-6	-9	2	-0.2	3
CN(CCCCOc1ccc(F)cc1)Cc1ccccc1	0	-7	-2	-3	1	1	3	-4	-1.9	0
Cn1c(C(=O)O)cc2c(=O)n3ccccc3nc21	-1	2	-2	-1	-6	8	3	-2	1.7	-1
Cc1occc1C(=O)N1N=C(C2CC2)CC1(O)C(F)(F)F (stereo not given)	1	-3	1	7	-6	-9	-9	3	-0.9	0
O=C(CC(NC(=O)OCc1ccccc1)c1nn[nH]n1)OCc1ccccc1 (stereo not given)	3	6	-3	0	5	-1	-5	-1	-0.9	-2
O=C(O)CCC(=O)N1CCc2cc(S(=O)(=O)NCc3cccs3)ccc21	5	4	0	4	-6	-12	-3	0	-2.7	-3
CC1CCCN(Cc2nc3c(c(=O)n(C)c(=O)n3C)n2CCc2ccccc2)C1 (stereo not given)	-5	-5	-1	-1	-4	-9	-3	-3	0.1	1
COCCNS(=O)(=O)c1ccccc1	-1	1	2	3	2	-9	0	1	0.7	1
COC(=O)C(CC(=O)CNC(=O)c1ccccc1)NC(=O)c1ccccc1 (stereo not given)	-2	-2	0	4	5	6	2	-2	-1.7	-2
COc1ccc(S(=O)(=O)NC2CC(=O)N(c3ccc4c(c3)OCCO4)C2)cc1 (stereo not given)	0	-3	0	15	2	2	7	-2	1.2	1
Cc1cccc(C)c1OCC(C)N (stereo not given)	-2	5	-2	3	5	3	2	-4	0.9	1
CS(=O)(=O)C1=NN2C(=N)/C(=C\c3ccc(OC(=O)c4ccco4)cc3)C(=O)N=C2S1	-9	8	6	5	6	6	1	1	0.1	3
O=C(CN1CCN(C(c2ccccc2)c2ccccc2)CC1)N1N=CCC1c1ccccc1 (stereo not given)	-10	-3	5	1	6	-17	-19	-4	2.3	3
O=C(C[n+]1ccc(C(=O)N/N=C/c2ccc(O)cc2)cc1)c1ccccc1	10	-3	-2	13	0	-9	4	0	-1.4	-1
CCOC(=O)C(=CNc1ccc(N2CCCCC2)c(S(=O)(=O)Nc2ccccc2OC)c1)C(=O)OCC	6	-5	8	-14	7	-1	13	-2	1.6	17
COCCCn1c(SCC(=O)N2CCOCC2)nc2ccccc2c1=O	3	8	-2	0	-3	14	-1	2	-0.9	0
Cc1c(C(=O)N2CCCCC2)nn(-c2ccc(Cl)cc2)c(=O)c1C#N	1	3	-1	3	9	1	-8	-1	-2.3	-1
O=C(NCCc1c[nH]c2ccccc12)c1cc2ccccc2oc1=O	4	3	-3	-12	9	-5	0	0	-0.3	-1
COc1cccc(N(CC(=O)N2CCN(C)CC2)S(=O)(=O)c2ccccc2)c1	10	-3	-1	4	1	2	9	-3	0.5	0
CC(C)CCNC(=O)C(c1ccc(O)cc1)N(Cc1cccs1)C(=O)C1COc2ccccc2O1 (stereo not given)	-16	5	-1	-35	2	3	-19	-1	-1.9	0
O=C1Nc2ccccc2C1C(C[N+](=O)[O-])c1ccccc1 (stereo not given)	0	-1	0	9	-4	0	5	-6	-1.1	0
COc1cccc(CNC(=S)Nc2ccc(Cl)cc2C)c1	1	-2	2	3	-8	-4	-6	2	-2.0	-1
CCCOC(=O)c1ccc(NC(=O)c2ccccc2OC)cc1	-13	7	0	-34	1	-4	-4	-2	0.4	0
CC(C)[C@H](NC(=O)N1CC(=O)Nc2ccccc21)C(=O)Nc1nccs1	3	7	-1	4	11	24	0	2	-0.7	-3
CCO[C@@H]1OC(C(=O)N2CCN(C)CC2)=C[C@H](c2coc3ccccc3c2=O)[C@H]1CCCO	1	-5	2	3	4	5	11	1	0.7	0
Cc1cc2cccc(C)c2nc1SCC(=O)NC1CCCCC1	6	11	-2	-1	8	6	5	3	-0.9	-1
COc1cccc(NC(=O)CN(C)C(=O)c2ccc(S(=O)(=O)Nc3ccccc3C)cc2)c1	-6	-7	-1	0	6	-1	6	0	-0.5	1
Cc1ccc(C(=O)N2CCCC2)c(F)c1F	6	1	-1	4	1	12	-1	1	-0.8	-3
CCCCC(=O)NC(N1CCCCC1)C(Cl)(Cl)Cl (stereo not given)	-7	-7	6	1	2	-2	-1	-2	1.3	1
Cc1ccc(/C=C/C(=O)Nc2ccc(S(N)(=O)=O)cc2)o1	-6	-5	2	-2	3	8	-18	0	-0.7	76*
Cc1cccc2cc(CN(CC3CCCO3)C(c3nnnn3Cc3ccco3)C(C)C)c(=O)[nH]c12 (stereo not given)	-3	-1	-2	-12	-4	-2	-6	5	-2.6	16
CC(=O)Nc1ccc(NC(=O)C(C)OC(=O)c2ccccc2Sc2ccccc2C#N)cc1 (stereo not given)	-20	0	1	-25	7	-8	-28	2	-0.8	0

Reformatted: 14 of the compounds above.
Value order – SIAE inh | TCR CD3 inh | UHRF1 binding | HTRA1 inhibitor | Tn7 DDE FP | TDP2 inh | mABHD4 FP | LEDGF integ inh | PG9 Ab binder | PRMT1 inh
> O=C(CN1CCN(C(c2ccccc2)c2ccccc2)CC1)N1N=CCC1c1ccccc1 (stereo not given)
    -10 | -3 | 5 | 1 | 6 | -17 | -19 | -4 | 2.3 | 3
> O=C(C[n+]1ccc(C(=O)N/N=C/c2ccc(O)cc2)cc1)c1ccccc1
    10 | -3 | -2 | 13 | 0 | -9 | 4 | 0 | -1.4 | -1
> CCOC(=O)C(=CNc1ccc(N2CCCCC2)c(S(=O)(=O)Nc2ccccc2OC)c1)C(=O)OCC
    6 | -5 | 8 | -14 | 7 | -1 | 13 | -2 | 1.6 | 17
> COCCCn1c(SCC(=O)N2CCOCC2)nc2ccccc2c1=O
    3 | 8 | -2 | 0 | -3 | 14 | -1 | 2 | -0.9 | 0
> Cc1c(C(=O)N2CCCCC2)nn(-c2ccc(Cl)cc2)c(=O)c1C#N
    1 | 3 | -1 | 3 | 9 | 1 | -8 | -1 | -2.3 | -1
> O=C(NCCc1c[nH]c2ccccc12)c1cc2ccccc2oc1=O
    4 | 3 | -3 | -12 | 9 | -5 | 0 | 0 | -0.3 | -1
> COc1cccc(N(CC(=O)N2CCN(C)CC2)S(=O)(=O)c2ccccc2)c1
    10 | -3 | -1 | 4 | 1 | 2 | 9 | -3 | 0.5 | 0
> CC(C)CCNC(=O)C(c1ccc(O)cc1)N(Cc1cccs1)C(=O)C1COc2ccccc2O1 (stereo not given)
    -16 | 5 | -1 | -35 | 2 | 3 | -19 | -1 | -1.9 | 0
> O=C1Nc2ccccc2C1C(C[N+](=O)[O-])c1ccccc1 (stereo not given)
    0 | -1 | 0 | 9 | -4 | 0 | 5 | -6 | -1.1 | 0
> COc1cccc(CNC(=S)Nc2ccc(Cl)cc2C)c1
    1 | -2 | 2 | 3 | -8 | -4 | -6 | 2 | -2.0 | -1
> CCCOC(=O)c1ccc(NC(=O)c2ccccc2OC)cc1
    -13 | 7 | 0 | -34 | 1 | -4 | -4 | -2 | 0.4 | 0
> CC(C)[C@H](NC(=O)N1CC(=O)Nc2ccccc21)C(=O)Nc1nccs1
    3 | 7 | -1 | 4 | 11 | 24 | 0 | 2 | -0.7 | -3
> CCO[C@@H]1OC(C(=O)N2CCN(C)CC2)=C[C@H](c2coc3ccccc3c2=O)[C@H]1CCCO
    1 | -5 | 2 | 3 | 4 | 5 | 11 | 1 | 0.7 | 0
> Cc1cc2cccc(C)c2nc1SCC(=O)NC1CCCCC1
    6 | 11 | -2 | -1 | 8 | 6 | 5 | 3 | -0.9 | -1

Additional compounds.
SMILES	SIAE inh	TCR CD3 inh	UHRF1 binding	HTRA1 inhibitor	Tn7 DDE FP	TDP2 inh	mABHD4 FP	LEDGF integ inh	PG9 Ab binder	PRMT1 inh
O=C1C2CC=CCC2C(=O)N1c1ccc(Cc2ccncc2)cc1 (stereo not given)	2	0	0	4	0	9	4	1	0.2	0
CCN1C(=O)C(C)S/C1=N\S(=O)(=O)c1ccc(Cl)s1 (stereo not given)	-2	-5	-1	-8	3	7	-2	2	0.3	7
O=C(CN1C(=O)c2ccc([N+](=O)[O-])cc2C1=O)Nc1nnc(C2CC2)s1	1	-7	4	-5	2	-20	-6	2	-0.5	20
Fc1ccccc1-c1csc(=Nc2cccnc2)n1CCCn1ccnc1	3	1	-3	-7	5	-4	13	-3	-0.8	3
O=C(Nc1cccc2nsnc12)c1cccnc1Cl	-5	-10	-2	2	1	-3	2	-8	-0.4	0
Cc1ccc(Nc2cc(C)nc3ccccc23)c(C)c1	-2	3	-3	5	4	-3	1	3	1.2	-6
O=C(O)CC1NC(=O)N(c2ccccc2)C1=O (stereo not given)	6	3	2	.	-9	4	4	2	0.5	1
O=C(Nc1ccccc1)c1ccc(S(=O)(=O)NCC2CCCO2)cc1 (stereo not given)	6	0	5	-9	0	-8	-2	5	-2.2	1
Cc1sc2nc(SCc3nc4ccccc4[nH]3)n(Cc3ccco3)c(=O)c2c1C	-8	-1	-1	-62	-6	-4	-11	4	-0.4	6
COc1ccc(NC(=O)C2(C)Cc3c(-c4cccc(C(N)=O)c4)ccnc3O2)cn1 (stereo not given)	2	3	-1	.	-7	4	3	0	0.7	1
O=C(c1cccnc1)N1CCN(c2c(Cl)cccc2[N+](=O)[O-])CC1	0	2	2	4	6	5	3	3	2.0	-2
COc1ccc(C(=O)CSc2nnc(CNC(=O)c3ccccc3)n2C)cc1	-1	-4	1	3	0	-2	0	-3	-2.6	4
CCN(CC)C(=O)CSc1nc2c(sc(=S)n2-c2ccccc2)c(=O)n1-c1ccccc1OC	5	2	-1	-14	4	6	-6	3	-0.4	-1

Screening results from PubChem.
